Screens deposited in PubChem BioAssay by several laboratories.
HTR5A inv ag: HTR5A inverse agonists in luminescence cell assay, primary screen, counter-screen for OPRM1-OPRD1 heterodimer inverse agonist project, full-deck HTS. 5-hydroxytryptamine receptor 5A (Homo sapiens), P47898. HTR5A cell line, inverse agonism. inhibition, % at 9.3 µM. 0.083% of 340,000 active; in the data active means inhibition mostly above about 23%, no sharp cut-off; inactive means mostly below about 18%;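 further: 0% = cells with DMSO and 100% = no-cell wells with DMSO; some compounds called inactive have numbers as strong as hits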
Target sequence (P47898 whole entry, looked up): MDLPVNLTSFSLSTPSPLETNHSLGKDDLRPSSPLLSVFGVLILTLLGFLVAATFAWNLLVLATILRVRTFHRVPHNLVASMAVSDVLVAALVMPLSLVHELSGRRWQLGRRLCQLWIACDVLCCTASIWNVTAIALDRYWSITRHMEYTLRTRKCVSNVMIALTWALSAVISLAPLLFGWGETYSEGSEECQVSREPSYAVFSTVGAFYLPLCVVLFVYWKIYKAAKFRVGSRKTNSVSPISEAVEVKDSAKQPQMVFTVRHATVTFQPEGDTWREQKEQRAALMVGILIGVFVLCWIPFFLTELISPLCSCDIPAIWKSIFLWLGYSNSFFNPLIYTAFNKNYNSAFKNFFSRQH
PKA-R1A act: activators of PKA-R1A holoenzyme, primary screen, biochemical, fluorescence polarization, Cy5-IP20, bovine R1A, mouse PKAc; cAMP-dependent protein kinase type I-alpha regulatory subunit (Bos taurus) + …; PKA-R1A dissociation; scaled: DMSO 0%, 113 µM cGMP 100%; activation, % at 11.4 µM; 0.083% of 340,000 active;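 active means percent activation above the mean of all tested compounds plus 3 SD, cut at about 19% in these data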;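 further: higher means more PKAc released from R1A so a rise in polarization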
E coli growth: E. coli V3065 growth inhibition, primary screen, counter-screen for AddAB inhibitor project, absorbance, OD600 | 18 h | inhibition, % at 11.9 µM | 0.27% of 330,000 active;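 active means inhibition above the campaign's mean inhibition across all tested compounds plus 3 SD, cut at about 9.9% in these data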;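 further: uninfected addAB+ strain grown without phage in ampicillin broth; 0% = DMSO wells and 100% = ciprofloxacin 0.95 µg/ml wells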
phage Ecoli inh: growth loss of phage-infected E. coli, primary screen, RecBCD inhibitor project, absorbance, with phage, HTS | inhibition, % at 11.9 µM | 0.26% of 360,000 active; in the data active means inhibition above about 11%
AddAB inh: growth inhibition of E. coli expressing H. pylori AddAB, primary screen, AddAB inhibitor project, absorbance; inhibition, % at 11.9 µM; 0.29% of 330,000 active; AID 435030, 2010; in the data active means inhibition above about 12%;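 further: 0% = vehicle wells of infected cells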
CDK5 inh: inhibitors of human CDK5/p35 kinase, primary screen, biochemical, single concentration; Cyclin-dependent kinase 5 (Homo sapiens) + Cyclin-dependent kinase 5 activator 1 (Homo …; Recombinant CDK5/p35, ADP-Glo luminescence, 60 min; inhibition, % at 10 µM; 0.01% of 330,000 active; AID 488839, 2010;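 active means highest replicate inhibition of at least 50% and at least 75% of replicates reaching 50%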;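 further: plate controls were DMSO neutral control for no effect and GW8510 at 10 µM for full effect; many of its hits are not listed in these tables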
DAGLB inhibitor: DAGLB lipase inhibitors, primary screen, biochemical, fluorescence, HTS; Diacylglycerol lipase-beta (Homo sapiens), Q8NCG7; 0.059% of 340,000 active; HEK293T DAGLB membrane lysate, EnzChek fluorogenic substrate; inhibition, % at 5.17 µM; AID 504411, 2011; in the data active means inhibition above about 34%;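 further: 0% = enzyme with vehicle and 100% = wells lacking enzyme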
HTR5A ag: HTR5A agonists in luminescence cell assay, primary screen, counter-screen for OPRM1-OPRD1 heterodimer agonist project, full-deck HTS. 5-hydroxytryptamine receptor 5A (Homo sapiens), P47898. cell-based. activation, % at 9.3 µM. 0.61% of 340,000 active. AID 504692, 2011; in the data active means activation mostly above about 9.5%, no sharp cut-off; inactive means mostly below about 7.6%;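 further: 0% = cells with vehicle only and 100% = reference agonist; strong numbers were not always called active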
PKA-R2B activ: activators of PKA-R2B holoenzyme, primary screen, biochemical, fluorescence polarization, Cy5-IP20, human; cAMP-dependent protein kinase catalytic subunit beta (Homo sapiens) + cAMP-dependent …; PKA-R2B holoenzyme dissociation; R2B truncated from residue 108, S112A mutant; 0% DMSO only, 100% 113 µM cGMP; activation, % at 11.4 µM; 0.079% of 340,000 active; AID 504700, 2011;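 active means activation above a cutoff set at the mean over all compounds plus 3 SD, cut at about 18% in these data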;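 further: higher means more holoenzyme dissociation and a rise in polarization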
Target sequence (P31323 whole entry, looked up, other chains not shown, the tested form may be a part): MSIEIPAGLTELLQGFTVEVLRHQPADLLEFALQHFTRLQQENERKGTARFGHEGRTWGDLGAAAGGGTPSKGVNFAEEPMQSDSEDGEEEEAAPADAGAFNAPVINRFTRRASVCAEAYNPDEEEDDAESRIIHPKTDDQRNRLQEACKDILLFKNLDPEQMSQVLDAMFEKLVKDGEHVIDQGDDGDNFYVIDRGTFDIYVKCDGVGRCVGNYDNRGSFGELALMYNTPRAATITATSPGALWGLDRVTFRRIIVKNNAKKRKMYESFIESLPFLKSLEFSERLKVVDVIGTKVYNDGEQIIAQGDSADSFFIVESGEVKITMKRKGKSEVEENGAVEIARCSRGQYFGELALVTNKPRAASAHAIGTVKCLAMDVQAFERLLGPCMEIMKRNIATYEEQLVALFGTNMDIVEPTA
Tat transport: E. coli Tat export inhibitors, primary screen, MC4100, TorA-mCherry reporter, fluorescence, single point; inhibition, % at 10 µM; 0.036% of 340,000 active; AID 488895, 2010;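 active means mean replicate inhibition at least 50% and at least half of replicates individually reaching 50%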;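 further: exported cargo escapes ClpAP degradation while cytoplasmic cargo is degraded and loses fluorescence; 0% = median of neutral control wells and 100% = median of NaSCN control wells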
Mot1-301 SUMO: yeast Mot1-301 growth rescue at high temperature, primary screen, SUMOylation pathway inhibitor project, S. cerevisiae, ATP luminescence, 38.5C. S. cerevisiae Mot1-301 growth rescue; percent above DMSO median, 100 means doubled. growth rescue, % at 18.8 µM. 1% of 320,000 active;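 active means every valid replicate shows activation above 250% relative to neutral control wells; inactive means the rest, any valid replicate at or below 250%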;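 further: OY570 slx delta 5 strain wells were the positive control but not used for scaling; some compounds called inactive have numbers as strong as hits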
* marks the source's active call; other numbers are inactive results; / = not tested or not shown.

The line under a structure holds: HTR5A inv ag | PKA-R1A act | E coli growth | phage Ecoli inh | AddAB inh | CDK5 inh | DAGLB inhibitor | HTR5A ag | PKA-R2B activ | Tat transport | Mot1-301 SUMO
- CC(C)C(C(=O)Nc1ccc(S(=O)(=O)N2CCOCC2)cc1)N1C(=O)c2ccccc2C1=O (stereo unspecified)
 : 6 | -4 | -2.0 | 2.2 | -1.6 | -2.7 | -1 | -2 | -1 | -7 | -7
- CCCCCC(=O)N1CCCC(c2nc(-c3ccc(OC)cc3)no2)C1 (stereo unspecified)
 : -25 | -5 | -3.6 | 2.1 | 2.5 | 2.0 | -9 | -4 | 9 | 10 | -5
- COc1ccc(-c2n[nH]c(=S)n2-c2ccc3c(c2)OCCO3)cc1OC
 : -12 | -10 | 1.1 | 1.0 | -0.2 | -2.2 | 0 | 4 | 2 | -4 | /
- COc1ccc(S(=O)(=O)N(C)CC(=O)N2CCN(c3ccc(F)cc3)CC2)cc1OC
 : 0 | -8 | -1.3 | 0.6 | 1.4 | -1.9 | -1 | 3 | -16 | 17 | 5
- CC1CCCCN1CC(=O)Nc1ccc(Oc2ccccc2)cc1 (stereo unspecified)
 : 8 | 15 | -2.8 | 4.1 | 0.5 | -1.5 | -6 | 8 | -1 | 1 | -10
- Cc1oc(-c2cccc(F)c2)nc1CN1CCCN(C(=O)c2ccco2)CC1
 : 2 | -2 | 0.9 | 0.2 | 2.5 | 1.2 | 0 | 4 | -8 | -1 | 27
- Cc1cc(C)c(-n2c(SCc3nc4ccccc4s3)n[nH]c2=O)c(C)c1
 : -2 | -16 | 3.1 | -0.4 | 4.4 | 0.5 | -1 | 1 | -4 | 9 | 1
- O=C(c1cc2cc(Cl)ccc2oc1=O)N1CCCCCCC1
 : -8 | -3 | -0.5 | 3.9 | 0.8 | 2.7 | 1 | -4 | 7 | 0 | 510
- CCOC(=O)c1ccc2nc(C)c3c(c2c1)OC(C)C3 (stereo unspecified)
 : 8 | -7 | 0.6 | 2.3 | 2.1 | 1.3 | -2 | -2 | -3 | 10 | /
- COc1ccc(NC(=O)Cn2cnc3ccccc3c2=O)cc1OC
 : -18 | 7 | 3.6 | 7.3 | 3.6 | -6.0 | 0 | 0 | -9 | -2 | 4
- O=C(c1ccco1)N1CCN(Cc2ccccc2F)CC1
 : -28 | 1 | -0.3 | -4.3 | 2.9 | 1.5 | -2 | 8 | -7 | -2 | 19
- CC1CCN(S(=O)(=O)c2ccc(NC(=O)CN3C(=O)NC(C)(c4ccccc4)C3=O)cc2)CC1 (stereo unspecified)
 : -10 | -6 | 0.7 | 1.4 | -0.5 | 1.3 | -2 | 4 | -9 | 0 | -1
- Cc1ccc2oc(-c3ccco3)cc(=O)c2c1
 : -3 | -6 | -1.8 | 0.9 | 3.8 | 2.1 | -2 | 1 | 3 | 0 | -17
- O=C(OCC(=O)N1CCCCC1)c1c[nH]c2ccccc12
 : 2 | -14 | -1.1 | 3.5 | 1.2 | 2.9 | -1 | -1 | -1 | 2 | 11
- NC(=O)NC(=O)COC(=O)CC12CC3CC(CC(C3)C1)C2
 : 4 | -5 | -0.8 | 3.0 | 0.4 | 0.7 | 0 | -1 | -11 | 1 | /
- N#Cc1cn(-c2ccccc2)nc1-c1cc2ccccc2oc1=O
 : -11 | 9 | -1.0 | 0.6 | 4.5 | -0.3 | -3 | 4 | -3 | 4 | 275
- COC(=O)C1=C(C)NC(C)=C(C(=O)OC)C1c1ccc(-c2cccc(Cl)c2Cl)o1
 : 19 | 8 | -1.8 | 3.9 | 0.3 | 0.3 | -4 | -7 | 5 | -2 | 3
- O=C(Cc1ccccc1)NCC(=O)OCc1ccc([N+](=O)[O-])cc1
 : 12 | -10 | 1.0 | 2.6 | 0.8 | -0.9 | 0 | -3 | -13 | 1 | 66
- COCCNC(=O)C(c1cccnc1)N(Cc1ccccc1)C(=O)Cn1nnc2ccccc21 (stereo unspecified)
 : -41 | 1 | 1.2 | 3.1 | -2.9 | -3.9 | 3 | -1 | -2 | 2 | 0
- CC1CCC(NC(=O)CN2CCC(n3nnc4cc(F)ccc43)CC2)CC1 (stereo unspecified)
 : -2 | -9 | -1.3 | 0.0 | -0.3 | 0.9 | -3 | 0 | -1 | -2 | 0
- CC(C)Oc1ccc(CNC(=O)Cn2ccc3cc(S(=O)(=O)N4CCCC4)ccc32)cc1
 : -31 | -8 | 2.3 | -0.3 | 0.1 | 0.0 | -4 | 8.3* | 0 | -8 | -6
- CCOC(=O)[C@H]1[C@H]2COc3ccc(OC)cc3[C@@H]2N2C(=O)CN(Cc3ccco3)C(=O)[C@@]12C
 : 7 | -8 | -0.8 | 4.0 | -0.2 | 1.7 | 1 | 4 | -10 | -7 | 33
- Cc1[nH]c2ccc(F)cc2c1CCN(Cc1cccnc1)C(=S)Nc1ccc(F)cc1
 : 3 | -4 | 0.2 | 2.4 | -0.8 | 4.8 | 3 | -1 | 1 | 8 | 4
- COc1ccc(C(=O)c2ccc([N+](=O)[O-])cc2Cl)cc1
 : / | / | 1.4 | 4.0 | 6.5 | -0.9 | / | / | / | 3 | 10
- COc1ccc(Br)cc1C(=O)NC(=S)Nc1ccc(CN2CCOCC2)cc1
 : -2 | 5 | 0.4 | 1.9 | 1.0 | 1.1 | -4 | 6 | -4 | 16 | 53
- COc1ccccc1CNC(=O)c1ccccc1C(=O)NC(C)(C)C(=O)NCc1ccccc1OC
 : 5 | -6 | 0.4 | 0.9 | 0.6 | 1.3 | 0 | 1 | -13 | -1 | 0
- c1ccc(C2=NOC(c3nnc(-c4ccccc4)o3)C2)cc1 (stereo unspecified)
 : -2 | 8 | 1.2 | 2.2 | 1.9 | -3.0 | 1 | 1 | 1 | -6 | 9
- CCCCN(CCCC)CC(O)COc1ccccc1Br (stereo unspecified)
 : 26 | -3 | 3.0 | 5.2 | 5.1 | 0.7 | -2 | 4 | -15 | -10 | -8
- Cc1cc(C)n2nc(S(=O)(=O)N(CC(C)C)CC(C)C)nc2n1
 : 14 | 0 | 2.6 | 4.2 | 1.6 | 0.5 | -2 | -5 | -11 | 1 | -4
- CCCCCCC(C)n1[nH]c(=O)cc1N (stereo unspecified)
 : -3 | -5 | 1.0 | 0.8 | 0.1 | -1.2 | 2 | 1 | -2 | 4 | 11

(further entries)
mol | HTR5A inv ag | PKA-R1A act | E coli growth | phage Ecoli inh | AddAB inh | CDK5 inh | DAGLB inhibitor | HTR5A ag | PKA-R2B activ | Tat transport | Mot1-301 SUMO
O=C(CSc1nc2ccccc2o1)N1N=C(c2cccs2)CC1c1ccc(F)cc1 (stereo unspecified) | 2 | -2 | -0.2 | 3.3 | 4.7 | 1.3 | -1 | -3 | -16 | -4 | 1
C[C@H](NC(=O)c1nc[nH]c1C(=O)OCc1ccccc1)c1ccccc1 | -17 | -1 | -0.9 | 1.0 | -0.6 | 2.0 | 0 | -4 | -6 | -6 | -6
CCOC(=O)C1=C(N)OC2=C(C(=O)CC(C)(C)C2)C1c1cc(CSc2nnnn2C)cs1 (stereo unspecified) | 16 | -4 | 4.2 | -1.1 | -0.5 | 1.8 | -2 | -2 | -5 | 3 | 123
CC(=O)Nc1ccc(NC(=O)C2CCC(CNS(=O)(=O)c3cccc4nsnc34)CC2)cc1 (stereo unspecified) | 7 | 9 | -0.5 | 3.7 | -2.6 | 0.5 | 2 | 3 | -5 | -6 | 259
c1ccc2c(c1)Cc1ccccc1O2 | -7 | 5 | -0.2 | 1.8 | 0.2 | -1.7 | 2 | 2 | -13 | 8 | -4
O=C(NCc1ccccn1)Nc1cc(Cl)ccc1Cl | 14 | -1 | -0.2 | 3.0 | 0.2 | 0.1 | 1 | -5 | 0 | -1 | 2
O=C(Nc1cccc(NC(=O)c2ccc([N+](=O)[O-])o2)c1)c1ccco1 | 10 | 2 | 17* | 10 | 24* | 0.2 | 0 | -4 | -4 | -30 | 26
CC1(c2cccc(Br)c2)NC(=O)N(CC(=O)N2CCc3ccccc32)C1=O (stereo unspecified) | -10 | -1 | 0.3 | 6.0 | -1.1 | 1.7 | -4 | 4 | -4 | 5 | /
COc1ccccc1C(=O)Nc1ccc2c(c1)CCCN2C(=O)c1cccs1 | -1 | -7 | -2.5 | 1.8 | 2.4 | 1.6 | 0 | 0 | -2 | 10 | 236
Cc1cccc(N=C2NC(=O)/C(=C\c3cccs3)S2)c1 | -4 | 0 | 0.1 | 4.4 | 2.1 | -2.7 | 2 | 4 | 2 | -11 | -9
CC(=O)c1ccc(NC(=O)C2C3C=CC(C3=C(c3ccccc3)c3ccccc3)C2C(=O)O)cc1 (stereo unspecified) | 19 | -8 | -1.9 | -0.8 | 0.0 | 1.2 | 6 | 5 | -3 | -17 | /
COc1ccc(C(CC(=O)O)NC(=O)Nc2ccccc2)cc1OC (stereo unspecified) | 6 | -3 | 1.4 | 2.4 | 5.2 | 1.8 | -1 | 0 | 0 | 0 | -7
COc1ccc(C(=O)C2CCCN(C/C=C/c3ccccc3OC)C2)c(OC)c1 (stereo unspecified) | -12 | -6 | -4.0 | 4.4 | -3.3 | 0.2 | -1 | 4 | -5 | -3 | 37

In the list so far, two contain a COOH group:
mol | HTR5A inv ag | PKA-R1A act | E coli growth | phage Ecoli inh | AddAB inh | CDK5 inh | DAGLB inhibitor | HTR5A ag | PKA-R2B activ | Tat transport | Mot1-301 SUMO
CC(=O)c1ccc(NC(=O)C2C3C=CC(C3=C(c3ccccc3)c3ccccc3)C2C(=O)O)cc1 (stereo unspecified) | 19 | -8 | -1.9 | -0.8 | 0.0 | 1.2 | 6 | 5 | -3 | -17 | /
COc1ccc(C(CC(=O)O)NC(=O)Nc2ccccc2)cc1OC (stereo unspecified) | 6 | -3 | 1.4 | 2.4 | 5.2 | 1.8 | -1 | 0 | 0 | 0 | -7

Compounds were not picked by outcome; 2.3% or so of the library scored in one or more.
